Tn6 DDE FP: disrupts Tn6 cyclic peptide binding to fibrin D-Dimer-E complex. P02675. Fibrin DD(E) TRITC-Tn6 fluorescence polarization displacement. 370,000 compounds, 0.21% hits. AID 720509. inhibition, % at 8.3 µM;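 active = inhibition above a per-campaign cutoff: mean of compounds within control limits plus 3 SD, cut at about 15% in these data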;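 also: 0% = median of all compound wells on the plate and 100% = blocking peptide control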
LEDGF integ inh: blocks HIV-1 LEDGF/p75-dependent DNA integration | inhibition, % at 3.7 µM | 370,000 compounds, 0.64% hits | TR-FRET IN-LEDGF/p75 DNA integration, Eu/Cy5;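 active = inhibition above the screen-wide mean plus 3 SD, cut at about 13% in these data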;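 also: signal is the Cy5 over europium emission ratio at 671 and 618 nm; 0% = plate median of compound wells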
ARFGAP1 inhibitor: inhibits rat ARF GTPase activating protein 1; 360,000 compounds, 0.26% hits; Arfgap1-stimulated ARF1 GTP hydrolysis, GDP FP detection; inhibition, % at 16.5 µM; Q62848;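 active = inhibition above a per-plate limit, mean inhibition of low control wells plus 3 SD, cut at about 25% in these data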;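 also: 0% = DMSO wells with enzyme and 100% = wells lacking Arfgap1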
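material = rat Arfgap1 catalytic domain, aa 1-136 | also added = human ARF1(Δ1-17)-GTP substrate | compound dosing = one concentration, 16.5 µM, DMSO 1.26% | times = GTP hydrolysis reaction 2 h at 25 °C | measured by = FP, GDP Alexa 633 tracer displaced from anti-GDP antibody, 620/688 nm | evaluation = percent inhibition of Arfgap1-stimulated GTP hydrolysis | replication = single well per compound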
ADAM10 inh: inhibits human ADAM10. O14672. recombinant ADAM10, EDANS/DABCYL FRET peptide cleavage, 3 h. inhibition, % at 7 µM. 370,000 compounds, 0.62% hits;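 active = inhibition above a per-campaign cutoff equal to the mean of compounds falling between control-based bounds plus 3 SD, cut at about 20% in these data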;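 also: 0% = DMSO wells while the 100% control is not disclosed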
TDP2 absorb: TDP2 (human) inhibition, absorbance primary screen; recombinant TDP2, T5PNP hydrolysis, p-nitrophenol absorbance 415 nm; inhibition, % at 12.8 µM; 370,000 compounds, 0.34% hits;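 active = inhibition above the mean of all tested compounds plus 3 SD, set per campaign, cut at about 25% in these data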;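 also: 0% = DMSO with enzyme and 100% = buffer with substrate but no TDP2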
Target sequence (O95551 whole entry, looked up): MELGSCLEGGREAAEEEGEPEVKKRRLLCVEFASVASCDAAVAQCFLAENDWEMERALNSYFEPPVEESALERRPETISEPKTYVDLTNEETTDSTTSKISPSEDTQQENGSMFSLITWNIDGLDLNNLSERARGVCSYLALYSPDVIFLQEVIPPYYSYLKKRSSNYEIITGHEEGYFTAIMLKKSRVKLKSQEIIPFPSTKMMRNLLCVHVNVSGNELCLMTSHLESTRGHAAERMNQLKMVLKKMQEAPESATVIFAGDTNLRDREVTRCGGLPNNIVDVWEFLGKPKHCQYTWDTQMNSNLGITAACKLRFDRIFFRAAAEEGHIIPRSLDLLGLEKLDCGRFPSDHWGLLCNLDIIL
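Test system: Human TDP2 enzyme | Reagent: 5 mM T5PNP | Compound dosing: 12.8 µM single point, 1% DMSO | Incubation: Enzyme reaction with compound for 2 h at 37 °C | Technique: p-Nitrophenol epi absorbance | Read-out: % inhibition relative to enzyme-containing and enzyme-free wells | Benchmarks: High control without enzyme, low control DMSO plus TDP2 | Replicates: Singlicate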
proKLK7 act: activates the human kallikrein-7 zymogen | P49862 | purified proKLK7, EDANS-DABCYL substrate fluorescence; 100% is mature enzyme control, 0% vehicle | activation, % at 7 µM | 370,000 compounds, 0.9% hits;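 active = activation above the mean of all tested compounds plus 3 SD, computed per campaign excluding outliers beyond control limits, cut at about 13% in these data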
Target sequence (P49862 whole entry, looked up): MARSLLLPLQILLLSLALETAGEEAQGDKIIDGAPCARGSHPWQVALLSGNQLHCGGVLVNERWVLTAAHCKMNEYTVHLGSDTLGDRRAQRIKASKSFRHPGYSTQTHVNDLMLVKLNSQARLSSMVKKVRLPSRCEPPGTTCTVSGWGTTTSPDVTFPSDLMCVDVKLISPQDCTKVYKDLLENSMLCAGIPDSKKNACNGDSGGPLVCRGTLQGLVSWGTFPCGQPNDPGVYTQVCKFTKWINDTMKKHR
PLC-gamma1 inh: blocks human PLC-gamma1 enzyme activity; inhibition, % at 12.2 µM; P19174; AID 720700; purified PLC-gamma1, fluorogenic substrate, fluorescence; 370,000 compounds, 0.84% hits; in the data active = inhibition above about 9.5%
ADAM17 inh: inhibits human ADAM17; P78536; recombinant ADAM17, EDANS/DABCYL FRET peptide cleavage; inhibition, % at 6.95 µM; 370,000 compounds, 0.83% hits; AID 720648;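 active = inhibition above the mean of compounds lying between control limits plus 3 SD, set per campaign, cut at about 8.5% in these data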;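 also: 0% = DMSO-only wells as the low control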
ASAP1 GAP inh: ASAP1 ArfGAP inhibition; ASAP1-stimulated ARF1 GTP hydrolysis, GDP FP detection; 360,000 compounds, 0.19% hits; inhibition, % at 16.5 µM; Q9ULH1; in the data active = inhibition above about 25%;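 also: 0% = vehicle with enzyme and substrate and 100% = no enzyme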
Target sequence (Q9ULH1 325-724 limits assumed): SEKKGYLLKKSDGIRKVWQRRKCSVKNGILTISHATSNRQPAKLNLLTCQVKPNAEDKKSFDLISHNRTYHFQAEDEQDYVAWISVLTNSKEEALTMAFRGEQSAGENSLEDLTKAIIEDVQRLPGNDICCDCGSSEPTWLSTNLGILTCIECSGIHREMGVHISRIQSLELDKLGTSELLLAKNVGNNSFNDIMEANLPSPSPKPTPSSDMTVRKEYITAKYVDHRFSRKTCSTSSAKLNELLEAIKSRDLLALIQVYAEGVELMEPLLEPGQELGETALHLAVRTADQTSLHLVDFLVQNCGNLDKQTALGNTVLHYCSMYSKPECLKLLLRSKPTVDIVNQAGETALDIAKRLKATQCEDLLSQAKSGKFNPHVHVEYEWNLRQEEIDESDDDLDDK
Tn7 DDE FP: inhibitors of Tn7 peptide binding to human fibrin DD(E); P02675; FP displacement of FITC-Tn7 peptide from fibrin DD(E); 0% = median of compound wells per plate; 370,000 compounds, 0.13% hits; inhibition, % at 8.3 µM;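 active = inhibition above the mean of compounds falling within the control limits plus 3 SD of them, cut at about 14% in these data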;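 also: 0% = plate median of compound wells and 100% = 10 µM Aha-Tn7 peptide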
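Assay system: Human fibrin DD(E) protein | Medium: Tris buffer with calcium and detergent, pH 7.8 | Reagent: 0.1 µM fluorescent Tn7 | Compound dosing: Single point at 8.3 µM | Times: 10 min preincubation, 3 h with tracer, room temperature | Detection: Fluorescence polarization of the labelled Tn7 tracer | Controls: Aha-Tn7 high control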
* marks the source's active call; other numbers are inactive results; i = inactive; . = no result given.

Field names: A = Tn6 DDE FP; B = LEDGF integ inh; C = ARFGAP1 inhibitor; D = ADAM10 inh; E = TDP2 absorb; F = proKLK7 act; G = PLC-gamma1 inh; H = ADAM17 inh; I = ASAP1 GAP inh; J = Tn7 DDE FP
smiles: Cc1cc(C)nc(NS(=O)(=O)c2ccc(NC(=O)c3cccc(N4C(=O)CCC4=O)c3)cc2)n1
  A: 5.1; B: 2.2; C: 3.1; D: -2.1; E: -1.1; F: 0.1; G: -1.3; H: 3.4; I: 6.5; J: -8.3
smiles: CCOc1ccc(/C=N/NC(=O)C(O)c2ccccc2)c(O)c1 (centres undefined)
  A: 5.9; B: -0.2; C: -4.8; D: -29.7; E: 5.2; F: -14.9; G: -2.6; H: -10.2; I: -3.4; J: 3.3
smiles: COc1ccc(NC(=O)c2sc(Cl)nc2-c2ccccc2)cc1
  A: 0.3; B: 0.1; C: 3.1; D: 6.3; E: 5.0; F: 0.2; G: -1.1; H: 0.1; I: 6.5; J: -6.6
smiles: C=CCOC(=O)C1=C[C@H](c2coc3ccccc3c2=O)[C@@H](CCCO)[C@H](OCC)O1
  A: -2.0; B: -0.6; C: 12.6; D: 4.3; E: 8.9; F: -0.6; G: -0.9; H: -4.5; I: 6.8; J: -0.1
smiles: S=c1[nH]nc(-c2ccccn2)n1/N=C/c1cccc(Cl)c1
  A: -1.5; B: -12.1; C: 3.4; D: -10.5; E: -10.7; F: 0.3; G: 0.0; H: -1.2; I: -8.1; J: -1.7
smiles: Cc1cc(C)n2nc(C(=O)NCCc3ccccc3)nc2n1
  A: -3.9; B: -4.5; C: -1.4; D: -1.3; E: -2.0; F: -0.8; G: -1.6; H: -0.9; I: 8.2; J: 1.9
smiles: Cc1cc(=O)n2c3ccccc3n(CC(O)CN3CCN(Cc4ccccc4)CC3)c2c1C#N (centres undefined)
  A: 7.3; B: -4.9; C: 10.9; D: -50.0; E: -6.8; F: 0.5; G: -7.2; H: -21.7; I: -12.4; J: 0.0
smiles: Cc1cccnc1NC(=O)CN1C(=O)NC(C)(c2ccc3ccccc3c2)C1=O (centres undefined)
  A: 4.2; B: 1.6; C: 14.1; D: -6.7; E: -7.7; F: 0.1; G: -0.1; H: 2.6; I: 2.9; J: 3.1
smiles: Cc1cc(-c2ccccc2)nc(SCc2ccc(C(=O)O)cc2)n1
  A: -5.7; B: -0.4; C: -1.7; D: 3.0; E: 4.1; F: -0.7; G: 1.0; H: -4.5; I: -0.6; J: -3.6
smiles: COc1cccc(OCc2cc(C(=O)N3CCN(c4ccccc4OC)CC3)no2)c1
  A: -7.2; B: -0.3; C: 3.2; D: 1.6; E: -8.4; F: 0.6; G: -2.2; H: 1.5; I: -0.3; J: 2.6
smiles: CCN(CC)C(=O)[C@H]1CC(CC(=O)NC(C)(C)C)C(=O)N2CCc3c([nH]c4ccc(OC)cc34)[C@]12C (some centres undefined)
  A: -0.9; B: -0.3; C: -13.8; D: -2.3; E: 1.3; F: 1.4; G: 1.3; H: -3.6; I: -0.9; J: 7.3
smiles: O=C(CNCC1CCCCC1)Nc1ccc(OC(F)(F)F)cc1
  A: -1.8; B: 0.1; C: 7.3; D: -3.9; E: -3.5; F: 0.0; G: 2.4; H: -4.5; I: 5.7; J: 1.9
smiles: O=C1c2ccccc2C(=O)N1c1nc2nccc(-c3ccccc3)n2n1
  A: -0.3; B: 2.2; C: -7.2; D: i; E: 2.6; F: 3.9; G: -257.8; H: -353.3; I: -3.5; J: -6.5
smiles: COC(=O)C1=C(C)NC(C)=C(C(=O)OC)C1c1ccc(N(C)C)cc1
  A: 3.5; B: -3.7; C: 0.1; D: 1.8; E: 6.5; F: 0.0; G: -21.7; H: -3.0; I: -7.4; J: 6.0
smiles: C#CCOCCOCCOCCNc1nc(N2CCN(C(=O)C(Cc3ccc(O)cc3)n3cc(C(N)CC(C)C)nn3)CC2)nc(N2CCN(C(=O)C(Cc3ccc(O)cc3)n3cc(C(N)C(C)CC)nn3)CC2)n1 (centres undefined)
  A: 0.0; B: 1.8; C: 8.2; D: 0.5; E: 5.1; F: 0.2; G: 1.3; H: -3.2; I: 14.1; J: -3.5
smiles: Cc1ccc2oc(C(F)(F)C(F)F)cc(=O)c2c1
  A: 1.9; B: 1.1; C: 5.1; D: -1.4; E: 7.1; F: 0.7; G: -1.5; H: 0.7; I: -11.3; J: -2.3
smiles: CCOc1ccc(OCC)c(NC(=O)CN2CCN(c3cccc(C)c3C)CC2)c1
  A: 3.6; B: 0.8; C: -3.2; D: -2.3; E: 18.4; F: -0.2; G: -0.9; H: -2.8; I: -6.9; J: 6.5
smiles: COc1ccc(CCN=CC2=C(O)CC(C)(C)CC2=O)cc1
  A: 4.3; B: 0.9; C: -7.1; D: -12.3; E: 9.1; F: -1.1; G: -2.9; H: 0.9; I: -7.7; J: -1.5
smiles: COc1ccccc1N1CCN(C(=O)c2cc3cc(F)ccc3[nH]2)CC1
  A: 2.8; B: 4.1; C: 0.1; D: 8.1; E: -10.7; F: 0.1; G: 0.5; H: 0.0; I: -8.8; J: 1.8
smiles: Cc1ccc(NC2CCCN(C(=O)CCN3CCCCO3)C2)cc1C (centres undefined)
  A: -5.1; B: 1.5; C: 6.2; D: 3.2; E: -10.1; F: 0.6; G: 11.9*; H: -3.0; I: -9.3; J: 6.0
smiles: CN(C)c1ccc(-c2nc3ncc(Cl)cc3[nH]2)cc1
  A: -10.6; B: -8.4; C: .; D: i; E: -0.5; F: 17.1*; G: i; H: i; I: .; J: 4.5
smiles: CC(=O)Nc1ccc(/C=N/NC(=O)CCN2CCN(c3ccccc3)CC2)cc1
  A: 0.1; B: -1.9; C: -2.7; D: -4.5; E: -9.2; F: -0.2; G: -1.1; H: -2.7; I: 3.0; J: 2.6
smiles: Cc1cccc(-n2c(C)cc(/C=N/NC(N)=S)c2C)c1
  A: -0.1; B: 2.3; C: 3.0; D: -8.3; E: 4.6; F: -0.6; G: -23.0; H: -2.5; I: 5.3; J: 8.1
smiles: Cn1c(C(=O)O)c(CC(=O)NCC2COc3ccccc3O2)c2ccccc21 (centres undefined)
  A: -5.3; B: 4.0; C: 17.4; D: -4.0; E: 4.6; F: -0.7; G: 0.6; H: -5.3; I: -5.6; J: 8.2
smiles: CN(Cc1ccc(F)cc1)C(=O)CCc1nnc(-c2ccccc2)o1
  A: -0.5; B: 1.6; C: -14.2; D: -1.0; E: 1.2; F: -0.2; G: -1.3; H: -0.1; I: 2.1; J: -0.5
smiles: O=C(Nc1cccnc1Cl)C1=NN(c2ccccc2)C(=O)CC1
  A: -0.3; B: -0.5; C: 4.0; D: 7.1; E: -17.7; F: 0.8; G: 5.5; H: -2.3; I: 2.8; J: 0.3
smiles: Cc1ccc(OCCNC(=O)c2cncc(Br)c2)cc1C
  A: 4.8; B: 1.6; C: -5.3; D: -11.3; E: -5.6; F: 0.2; G: -1.3; H: -0.3; I: 2.4; J: -4.6
smiles: CCc1cc(C(=O)NCC(c2ccc(OC)cc2)N2CCOCC2)sc1C (centres undefined)
  A: 1.3; B: -1.0; C: -10.1; D: -12.5; E: -8.6; F: 0.2; G: -1.2; H: 2.5; I: -2.8; J: -6.6
smiles: COCCNC(=O)C(c1ccc(C)o1)N(CC1CCCO1)C(=O)Cn1nnc2ccccc21 (centres undefined)
  A: 10.2; B: -0.4; C: -5.2; D: 4.5; E: -7.3; F: 0.5; G: 0.1; H: -2.4; I: 3.8; J: -2.0
smiles: COc1ccc2c(c1OC)C(=O)OC2CC(=O)c1ccc2c(c1)OCO2 (centres undefined)
  A: 0.8; B: 3.9; C: 7.5; D: 1.7; E: -11.4; F: 17.7*; G: -20.5; H: 2.0; I: -17.2; J: 4.2
smiles: Cc1c(C#N)c(=O)c(-[n+]2ccccc2)c([S-])n1-c1ccc(Cl)cc1
  A: 2.2; B: 1.2; C: -4.3; D: 2.1; E: -7.4; F: 0.3; G: 1.2; H: -1.2; I: -10.4; J: -4.4
smiles: Cc1cccn2c(=O)c3cc(C#N)c(=O)n(CCCN4CCOCC4)c3nc12
  A: 8.5; B: 1.1; C: -4.1; D: i; E: -7.2; F: 39.9*; G: -373.6; H: i; I: 7.3; J: 1.1
smiles: COC(=O)c1c(C)[nH]c(C(=O)CN2CCOCC2)c1C
  A: -3.0; B: 1.4; C: 8.8; D: 7.7; E: 2.7; F: -0.9; G: 2.1; H: -0.1; I: 5.8; J: -1.2
smiles: Cc1cc(C(=O)OCC(=O)NCCc2ccccc2)c(C)o1
  A: 0.3; B: 0.0; C: -6.0; D: 2.1; E: 3.7; F: -0.2; G: -3.2; H: -3.5; I: -2.5; J: 4.5
smiles: COc1ccc(C2/C=C\CN(S(=O)(=O)c3ccc(C)cc3)CC(=O)N2Cc2ccc(F)cc2)cc1 (centres undefined)
  A: 0.6; B: 1.9; C: 3.2; D: 17.8; E: -2.4; F: 0.5; G: 5.5; H: 7.3; I: 2.4; J: 2.3
smiles: Fc1ccc2c(c1)C(c1ccncc1)=NNC(c1ccc(Cl)cc1)=N2
  A: -11.4; B: -1.5; C: 7.3; D: 3.0; E: 6.3; F: 0.5; G: -0.1; H: -2.8; I: 4.3; J: 2.7
smiles: COc1ccc(N2C(=O)CSC2c2ccccc2F)c(OC)c1 (centres undefined)
  A: -2.0; B: 3.5; C: 17.4; D: 4.1; E: -3.0; F: -0.5; G: 4.2; H: 1.6; I: 2.2; J: 0.2
smiles: O=C(c1ccccc1)N1CC(COc2ccccc2)OC(c2ccco2)O1 (centres undefined)
  A: 7.3; B: -2.6; C: -0.2; D: 2.5; E: 10.4; F: -0.4; G: -1.0; H: -1.4; I: 4.8; J: 3.3
smiles: C[C@H](CO)N1C[C@H](C)[C@H](CN(C)S(=O)(=O)c2ccccc2F)OCc2cnnn2CCCC1=O
  A: 0.1; B: 1.7; C: 3.0; D: -4.1; E: -4.8; F: 0.3; G: 4.1; H: 1.3; I: 14.8; J: -7.8
smiles: Cc1ccc2c(c1)/C(=N/OS(=O)(=O)c1ccccc1)CCS2
  A: -1.5; B: 1.4; C: -7.4; D: -8.5; E: 6.9; F: -0.7; G: -3.2; H: -4.4; I: -3.6; J: -4.3

2 entries from above, as tab-separated lines:
Molecule	Tn6 DDE FP	LEDGF integ inh	ARFGAP1 inhibitor	ADAM10 inh	TDP2 absorb	proKLK7 act	PLC-gamma1 inh	ADAM17 inh	ASAP1 GAP inh	Tn7 DDE FP
O=C(Nc1cccnc1Cl)C1=NN(c2ccccc2)C(=O)CC1	-0.3	-0.5	4.0	7.1	-17.7	0.8	5.5	-2.3	2.8	0.3
COC(=O)c1c(C)[nH]c(C(=O)CN2CCOCC2)c1C	-3.0	1.4	8.8	7.7	2.7	-0.9	2.1	-0.1	5.8	-1.2

Assay outcomes deposited in PubChem by The Scripps Research Institute Molecular Screening Center.
